Bioassay records (PubChem)
FBW7 activator: FBW7 E3 ligase activators, primary screen, biochemical, AlphaScreen, human | normalized activity (activation), % at 26.1 µM | AlphaScreen FBW7–phospho-cyclin E peptide binding, activator screen | F-box/WD repeat-containing protein 7 (Homo sapiens), Q969H0 | 650,000 tested, 0.13% active; in the data active means normalized activity above about 1.9%;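 further: purified mutant Fbw7 with reduced substrate affinity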
Target sequence (Q969H0 whole entry, looked up): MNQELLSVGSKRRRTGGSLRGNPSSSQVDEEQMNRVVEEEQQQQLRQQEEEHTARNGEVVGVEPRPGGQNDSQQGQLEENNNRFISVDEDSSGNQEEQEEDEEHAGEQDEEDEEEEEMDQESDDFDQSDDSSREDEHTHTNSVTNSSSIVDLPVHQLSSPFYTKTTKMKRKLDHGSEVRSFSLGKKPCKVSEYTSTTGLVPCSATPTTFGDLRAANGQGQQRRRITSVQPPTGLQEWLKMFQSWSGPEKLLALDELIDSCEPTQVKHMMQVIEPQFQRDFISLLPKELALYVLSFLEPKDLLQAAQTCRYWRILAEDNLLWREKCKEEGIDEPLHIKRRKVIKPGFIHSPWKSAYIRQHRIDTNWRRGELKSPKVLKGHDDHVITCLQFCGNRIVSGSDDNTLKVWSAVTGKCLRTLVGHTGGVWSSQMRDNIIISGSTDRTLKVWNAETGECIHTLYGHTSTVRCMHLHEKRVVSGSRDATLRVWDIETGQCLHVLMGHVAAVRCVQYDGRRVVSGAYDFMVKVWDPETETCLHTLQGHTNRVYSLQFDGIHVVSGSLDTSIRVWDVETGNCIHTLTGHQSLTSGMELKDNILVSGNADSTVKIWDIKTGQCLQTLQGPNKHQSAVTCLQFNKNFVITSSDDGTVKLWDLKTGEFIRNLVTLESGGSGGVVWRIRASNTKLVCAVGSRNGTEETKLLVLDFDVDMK
GPR151 ag: activators of human GPR151, primary screen, cell-based, PathHunter beta-arrestin, luminescence. G-protein coupled receptor 151 (Homo sapiens), Q8TDV0. 650,000 tested, 1% active. AID 1508602, 2020. PathHunter beta-arrestin GPR151 cells. activation, % at 11.2 µM; in the data active means activation above about 4.9%;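 further: 0% = median of compound wells and 100% = cells with positive control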
Target sequence (Q8TDV0 whole entry, looked up): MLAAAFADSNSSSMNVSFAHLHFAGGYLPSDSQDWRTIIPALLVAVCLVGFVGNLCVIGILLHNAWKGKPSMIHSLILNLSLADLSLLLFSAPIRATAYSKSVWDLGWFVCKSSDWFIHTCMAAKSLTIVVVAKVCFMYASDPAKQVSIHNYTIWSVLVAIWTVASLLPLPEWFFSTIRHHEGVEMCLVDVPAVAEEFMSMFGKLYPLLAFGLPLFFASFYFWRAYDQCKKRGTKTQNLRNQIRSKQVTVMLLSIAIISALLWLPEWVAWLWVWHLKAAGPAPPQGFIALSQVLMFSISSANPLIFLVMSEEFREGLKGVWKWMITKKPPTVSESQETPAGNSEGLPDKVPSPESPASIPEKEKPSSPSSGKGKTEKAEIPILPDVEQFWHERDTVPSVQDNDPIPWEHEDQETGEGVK
TEAD-YAP block: TEAD-YAP interaction inhibition, primary screen, TEAD-YAP interaction inhibitor project, luminescence, HEK-TIYL cells; TEAD-Gal4/YAP UAS-luciferase luminescence; inhibition, % at 9.12 µM; 640,000 tested, 1.4% active; in the data active means inhibition above about 32%;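 further: 0% = median of test compound wells and 100% = reference inhibitor wells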
MITF inh: MITF inhibitors, primary screen, biochemical, AlphaScreen, human | Microphthalmia-associated transcription factor (Homo sapiens), O75030 | AlphaScreen MITF homodimerization, bead proximity signal | inhibition, % at 2.6 µM | 650,000 tested, 0.91% active | AID 1259374, 2018; in the data active means inhibition above about 50%;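 further: 0% = vehicle wells with protein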
The depositor's hits bear a star.

SMILES	FBW7 activator	GPR151 ag	TEAD-YAP block	MITF inh
COc1ccccc1NC(=S)N(CCC(C)C)C1CCN(C(C)=O)CC1	0.0	-0.2	-1	-1
COc1ccccc1N1CCN(S(=O)(=O)c2ccc(Br)cc2C)CC1	-0.1	8.5*	-7	-17
COc1ccc([N+](=O)[O-])cc1NC(=O)COc1ccc(Br)cc1C	0.1	-0.4	84*	-8
COc1cc(Br)c(/C=C(\C#N)c2[nH]nc(N)c2C#N)cc1OC	0.0	-0.9	-2	2
COc1cccc(C2NC(C)(C(=O)O)C3C(=O)N(C(C)C)C(=O)C23)c1O (centres undefined)	0.0	0.0	8	0
CC1=C(C(=O)Nc2ccc(F)cc2)C(c2cccc([N+](=O)[O-])c2O)NC(=S)N1 (centres undefined)	-0.1	-0.1	9	13
c1cnc2c(OCc3nc4ccccc4[nH]3)cccc2c1	0.0	1.5	-70	14
N#CC(C#N)C(CC(=O)c1ccc(F)cc1)c1ccccc1 (centres undefined)	-0.1	-1.1	-25	-3
Cc1cc(C)n(CCc2nc3c4ccccc4n(CC(N)=O)c(=O)n3n2)n1	0.0	0.4	4	12
N#CC(C(=O)CN1CCOCC1)c1nc2ccccc2s1 (centres undefined)	0.1	3.3	-11	1
Cc1ccccc1NC(=O)C1c2ccccc2C(=O)N2CCc3ccccc3C12 (centres undefined)	0.2	0.1	-8	9
O=C(COC(=O)c1cc(=O)c2ccccc2o1)NC1CCCC1	-0.2	0.5	0	9
CC(C)c1ccc(OCC(=O)O/N=C(\N)c2ccccc2)cc1	0.2	-0.9	-14	5
CCOC(=O)C(CC)Oc1ccc2c(C)c(C)c(=O)oc2c1 (centres undefined)	0.0	1.6	4	14
CC(=O)COc1ccc2c(=O)c(Oc3ccccc3Cl)coc2c1	0.2	3.2	-5	2
CCOc1cc2c(cc1/C=C1/NC(=O)NC1=O)OCO2	-0.2	0.0	-2	9
COC(=O)C1(C)NC(c2ccc(Cl)cc2)C2C(=O)N(C)C(=O)C21 (centres undefined)	0.7	2.1	-1	-6
Cc1ncc(CO)c2cc(C(=O)Nc3ccc(F)cc3Cl)c(=N)oc12	0.1	0.5	13	1
O=C(NCc1ccc(Cl)cc1Cl)C(=O)NC1CCCCC1	0.1	0.3	-2	10
N#Cc1cc(-c2ccnc(Nc3ccccn3)n2)cc(N2CCOCC2)c1	0.1	-0.1	-5	0
CSc1nc2cc([N+](=O)[O-])ccc2n1C	-0.2	-0.6	-14	4
Clc1ccc(Nc2nc(NC3CCCC3)nc(N3CCOCC3)n2)cc1	-0.1	-1.4	2	4
COc1cc(/C=C(\C#N)c2ccc([N+](=O)[O-])cc2)ccc1O	-0.1	0.7	5	-14
CCC(C)NC(=O)c1c[nH]c2ccc(S(=O)(=O)N(C)c3ccc(Cl)cc3)cc2c1=O (centres undefined)	0.0	-0.5	-4	5
Cn1cc(C(=O)N2CCN(C3CCCCC3)CC2)c2c3ccccc3n(C)c2c1=O	-0.1	0.6	-2	-4

In the list so far, 4 contain a nitro group on carbon.
SMILES	FBW7 activator	GPR151 ag	TEAD-YAP block	MITF inh
COc1ccc([N+](=O)[O-])cc1NC(=O)COc1ccc(Br)cc1C	0.1	-0.4	84*	-8
CC1=C(C(=O)Nc2ccc(F)cc2)C(c2cccc([N+](=O)[O-])c2O)NC(=S)N1 (centres undefined)	-0.1	-0.1	9	13
CSc1nc2cc([N+](=O)[O-])ccc2n1C	-0.2	-0.6	-14	4
COc1cc(/C=C(\C#N)c2ccc([N+](=O)[O-])cc2)ccc1O	-0.1	0.7	5	-14

Full records, looked up by structure. Order of screens: FBW7 activator	GPR151 ag	TEAD-YAP block	MITF inh
COc1cccc(C2NC(C)(C(=O)O)C3C(=O)N(C(C)C)C(=O)C23)c1O (centres undefined) is listed with 0.0	0.0	8	0
c1cnc2c(OCc3nc4ccccc4[nH]3)cccc2c1 is listed with 0.0	1.5	-70	14
O=C(NCc1ccc(Cl)cc1Cl)C(=O)NC1CCCCC1 is listed with 0.1	0.3	-2	10

Other entries
SMILES	FBW7 activator	GPR151 ag	TEAD-YAP block	MITF inh
C/C(=N\Nc1ccc(S(N)(=O)=O)cc1[N+](=O)[O-])c1ccccc1F	0.5	-0.8	-17	16
COc1ccc(/C=N/N2CCN(Cc3ccc(Cl)cc3)CC2)c(OC)c1	-0.1	-0.8	-2	-10
O=C(COc1ccc(Cl)cc1)N/N=C/c1ccc(Cl)c([N+](=O)[O-])c1	0.1	1.0	0	5
O=C(NCc1ccccc1)N1CCC(CO)(Cc2ccc(Cl)cc2)CC1	0.1	1.0	13	-6
COc1ccc(CN2CCc3c(nc(N4CCCC(C)C4)[nH]c3=O)C2)c(O)c1 (centres undefined)	0.1	1.2	3	-1
COc1ccc(CC(=O)Nc2sc3c(c2C#N)CCCC3)cc1OC	-0.2	-0.2	28	9
CCOc1ccccc1NC1=CC(=O)CC(C)(C)C1	-0.1	-2.5	3	-6
Cc1cc(N2C(=O)c3ccc([N+](=O)[O-])cc3C2=O)no1	-0.1	1.1	6	-9
COc1ccc(-c2noc(N3CCC(C(=O)N4CCCC(C)C4)CC3)n2)cc1 (centres undefined)	-0.1	0.6	11	6
Cc1ccc(CNS(=O)(=O)c2ccc(F)c(C(=O)Nc3cccc(Cl)c3C)c2)cc1	0.0	-1.8	2	16
COc1ccc(N2CCN(c3ncnc4c3cnn4C)CC2)cc1	-0.2	0.5	-4	0
C=CCN(CC=C)S(=O)(=O)c1ccc(C(=O)Nc2nc3c(ccc4ccccc43)s2)cc1	0.1	1.4	3	-9
N#CCC(=O)Nc1ccc(C(=O)O)cc1	0.2	3.0	-6	7
Cc1cc(C(=O)N2CCN(Cc3ccc4c(c3)OCO4)CC2)on1	-0.2	0.7	-3	4
CCOc1ccc(C(=O)Nc2ccc([N+](=O)[O-])c(NC(=O)c3ccc(OCC)cc3)c2)cc1	-0.3	1.4	-27	-2
COCc1cc(C)nc(OCC(=O)N/N=C/c2ccc(-c3cccc(Cl)c3)o2)c1C#N	0.1	-0.1	9	3
CCSCCOC(=O)C1=C(C)NC2=C(C(=O)CC(C)(C)C2)C1c1ccc(OC)c(O)c1 (centres undefined)	-0.1	0.8	-5	-7
C/C(CC(=O)NCc1ccccc1)=N\NC(=O)C(=O)Nc1cccc(Cl)c1C	-0.1	0.4	3	-5
CC(NC(=O)c1nccc2ccccc12)c1nc(-c2ccncc2)n[nH]1 (centres undefined)	-0.2	1.3	-5	-2
COc1cccc(Nc2nc(C3(C)CC4(CC(C)OC4=O)C(=O)O3)cs2)c1 (centres undefined)	0.1	-0.3	-6	-1
Cc1ccc(Nc2nc3ccc(C)cc3n3nnnc23)c(Cl)c1	0.1	-0.5	13	5
O=C(c1ccc([N+](=O)[O-])cc1)N1CCOC12CCCCC2	0.1	-2.3	2	3
O=C(O)CCC(=O)N1N=C(c2ccc([N+](=O)[O-])cc2)CC1c1ccc(Br)cc1 (centres undefined)	-0.3	-1.1	5	37
CCCCCCOc1ccc(-c2ccc(-c3noc(C4CCC(CCCCC)CC4)n3)cc2)cc1 (centres undefined)	0.2	-0.9	-8	0
Cc1oc(-c2cccc(Cl)c2)nc1CSCC(=O)NC1CCCC1	-0.2	0.4	2	-7

Quoted from the listing for reference:
SMILES	FBW7 activator	GPR151 ag	TEAD-YAP block	MITF inh
O=C(c1ccc([N+](=O)[O-])cc1)N1CCOC12CCCCC2	0.1	-2.3	2	3
O=C(O)CCC(=O)N1N=C(c2ccc([N+](=O)[O-])cc2)CC1c1ccc(Br)cc1 (centres undefined)	-0.3	-1.1	5	37
CCCCCCOc1ccc(-c2ccc(-c3noc(C4CCC(CCCCC)CC4)n3)cc2)cc1 (centres undefined)	0.2	-0.9	-8	0
Cc1oc(-c2cccc(Cl)c2)nc1CSCC(=O)NC1CCCC1	-0.2	0.4	2	-7

Next part:
SMILES	FBW7 activator	GPR151 ag	TEAD-YAP block	MITF inh
CCN(Cc1ccccc1)C(=O)Cc1c(C(=O)O)[nH]c2ccccc12	0.2	-1.2	-6	17
FC(F)Oc1ccc(C2CC(c3cccs3)=Nc3ccccc3S2)cc1 (centres undefined)	-0.5	-1.4	-16	9
O=C(Nc1cccc(Cl)c1Cl)N[C@H]1C[C@H]2C(=O)N3CCC[C@H]3C(=O)N2C1	0.7	-0.2	11	17
CC(C)N(C(=O)Cn1nc(-c2cccs2)n(-c2ccncc2)c1=O)C(C)C	-0.1	0.9	4	9
O=C(O)CCC(=O)Nc1nccs1	-0.2	0.2	4	-5
COC(=O)c1ccc(Cl)cc1NC(=O)N1CC(C)Sc2ccccc21 (centres undefined)	-0.3	-0.4	5	-8
CCOc1cc(C2C(C#N)=C(N)OC3=C2C(=O)CC(C)(C)C3)cc([N+](=O)[O-])c1OC(=O)c1cccs1 (centres undefined)	0.0	0.7	-5	-13
COc1ccccc1NS(=O)(=O)c1ccc(N/N=C/c2ccccc2O)c([N+](=O)[O-])c1	-0.4	-0.1	2	6
COC(=O)c1ccc(CN2CCC(N(CCN(C)C)C(=O)NC(C)C)CC2)cc1	0.1	-0.9	-1	7
Cc1ccc2nc(SCc3ccccc3)c(C=O)c(=O)n2c1	0.1	0.5	5	11
COc1cc2c(cc1/C=C1/NC(=O)N(Cc3ccc(Cl)c(Cl)c3)C1=O)OCO2	-0.1	0.6	1	-1
CCCN(CCO)Cc1cc(OC)c(OC)cc1Br	0.5	0.9	5	40
CCN(C(=O)CN1C(=O)NC2(CCCC2)C1=O)c1cccc2ccccc12	0.0	0.5	0	2
CC(=O)N1c2c(cc(Br)cc2S(=O)(=O)Nc2cccnc2)CC1C (centres undefined)	-0.1	1.5	0	-15
N#C/C(=C\c1ccc(-c2ccccc2[N+](=O)[O-])o1)C(=O)NCc1ccco1	0.4	1.9	7	14
Cc1ccccc1NC(=O)c1ccccc1NC(=O)c1ccccc1Cl	0.1	0.0	12	1
Cc1ccc(O)c(NC(=O)c2cccc(S(=O)(=O)N3CCCC3)c2)c1	0.1	-2.3	1	12
COC(=O)c1ccccc1NC(=O)CN(C)S(=O)(=O)c1ccc(F)cc1	-0.1	0.6	-8	-5
CC1C(=O)NN=C1C(=O)N/N=C\C=C\c1ccccc1 (centres undefined)	-0.3	0.2	-10	11
CCNCCNC(=O)c1c(O)c2c([nH]c1=O)CCCC2	-0.1	0.3	7	6
CC1CCc2nc(NC(=O)c3ccc(Br)cc3)sc2C1 (centres undefined)	-0.7	0.2	-27	5
O=C(c1ccc2c(c1)N(Cc1ccccc1F)C(=O)CS2)N1CCCC1	-0.1	-0.3	16	3
Cn1c(O)c(N=NC2=NS(=O)(=O)c3ccccc32)c2ccccc21	0.0	3.2	-20	5
N[C@H](Cc1ccc(Br)cc1)C(=O)N1CCC(Nc2ccc3cnccc3c2)CC1	0.0	-0.1	-1	8
O=C(Cc1ccc(F)cc1F)Nc1ccc(F)cc1	-0.1	-0.6	6	1
SMILES	FBW7 activator	GPR151 ag	TEAD-YAP block	MITF inh
COC(=O)c1ccc2c(c1)CC(c1nc3ccc(-c4ccnc(N)n4)cc3o1)CO2 (centres undefined)	0.1	-1.7	-9	10
Cc1ccc(C(=O)N/C(=C/c2ccc(N(C)C)cc2)C(=O)NC(C)C)cc1	0.6	-0.4	7	8
COc1ccc(CN2CCN(C(=O)c3cccnc3)CC2)c(OC)c1OC	0.0	0.7	10	32
Cc1ccc(C2=CC(c3ccc(Cl)cc3Cl)n3c(nc4ccccc43)N2)cc1 (centres undefined)	0.0	0.3	-47	-9
COc1ccc(N2C(=O)NC3CC2(C)Oc2ccc(C)cc23)cc1OC (centres undefined)	0.1	2.5	21	19
CC(=O)c1c(C)[nH]c(C(=O)OCC(=O)Nc2c(C)cccc2C)c1C	0.0	-0.5	10	-11
O=c1[nH]ncc(N2CCN(Cc3ccc4c(c3)OCO4)CC2)c1Cl	-0.1	0.6	10	8
Cc1nn2c(=O)/c(=C/c3ccc(-c4ccc(F)cc4)o3)sc2nc1=O	0.1	2.9	-2	5
Cc1cccc(Oc2cc(NC(=O)c3ccccc3)cc([N+](=O)[O-])c2)c1	-0.2	0.7	21	-14
Cc1cccn2c(=O)c(/C=C(\C#N)C(=O)N3CCOCC3)c(Oc3ccc(F)cc3)nc12	-0.1	0.6	7	2
N#Cc1nc(-c2ccc(Cl)cc2)oc1NCc1cccc2c1OCO2	0.1	-0.2	6	21
CCOc1ccc(NC(=O)CSc2nc3ccsc3c(=O)n2CCCC(=O)NCCc2ccc(S(N)(=O)=O)cc2)cc1	-0.1	-0.1	17	-7
Cc1cc(C)c(C(=O)Nc2sc3c(c2C#N)CCCC3)c(C)c1	-0.1	0.6	3	10
O=C(c1ccc(F)cc1)N1CCN(Cc2ccccn2)CC1	0.0	0.4	-4	30
CCc1ccc(OCc2nnc(N)s2)cc1	-0.1	-0.3	-31	3
CCOC(=O)C1CCN(C(=O)c2ccc(F)cc2)CC1	0.3	-1.8	-5	4

Reprinted at random: 4 entries already listed
SMILES	FBW7 activator	GPR151 ag	TEAD-YAP block	MITF inh
COc1ccc(N2C(=O)NC3CC2(C)Oc2ccc(C)cc23)cc1OC (centres undefined)	0.1	2.5	21	19
COC(=O)c1ccc2c(c1)CC(c1nc3ccc(-c4ccnc(N)n4)cc3o1)CO2 (centres undefined)	0.1	-1.7	-9	10
O=c1[nH]ncc(N2CCN(Cc3ccc4c(c3)OCO4)CC2)c1Cl	-0.1	0.6	10	8
Cc1ccc(C2=CC(c3ccc(Cl)cc3Cl)n3c(nc4ccccc43)N2)cc1 (centres undefined)	0.0	0.3	-47	-9
